CHRM4 agonist: human M4 muscarinic receptor agonists, primary screen, CHO-K1 cells, Fluo-8 calcium fluorescence; Muscarinic acetylcholine receptor M4 (Homo sapiens), P08173; AID 624127, 2012; CHO-K1 hM4/Gqi5; vehicle 0%, full acetylcholine response 100%; activation, % at 3 µM; 0.14% of 360,000 active;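 active = activation above the run mean over all test wells plus 3 SD, cut at about 32% in these data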;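 note: peak over basal fluorescence ratio per well then scaled between controls; 0% = DMSO wells and 100% = acetylcholine at EC100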
Target sequence (P08173 whole entry, looked up): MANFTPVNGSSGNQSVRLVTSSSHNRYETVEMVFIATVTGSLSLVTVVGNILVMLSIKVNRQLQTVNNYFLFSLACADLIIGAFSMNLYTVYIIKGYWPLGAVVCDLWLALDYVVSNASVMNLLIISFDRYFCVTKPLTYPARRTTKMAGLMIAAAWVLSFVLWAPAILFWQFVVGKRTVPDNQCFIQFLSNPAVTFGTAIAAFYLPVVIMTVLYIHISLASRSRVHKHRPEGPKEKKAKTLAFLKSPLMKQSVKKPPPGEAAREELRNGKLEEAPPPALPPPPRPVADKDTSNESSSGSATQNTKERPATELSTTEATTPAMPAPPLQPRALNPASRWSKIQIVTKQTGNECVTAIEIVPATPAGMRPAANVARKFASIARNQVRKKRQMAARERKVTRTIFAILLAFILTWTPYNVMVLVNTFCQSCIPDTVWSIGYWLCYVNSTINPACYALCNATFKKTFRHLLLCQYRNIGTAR
M5 antag: human M5 muscarinic receptor antagonists, primary screen, CHO cells, Fluo-8 calcium fluorescence; CHO-hM5 cells, ACh EC80; inhibition, % at 3 µM; 0.59% of 360,000 active;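 active = inhibition above a per-plate cutoff, the mean of that plate's test compounds plus 3 SD, cut at about 27% in these data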;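 note: 0% = acetylcholine EC80 with DMSO and 100% = DMSO without agonist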
M1 antag: human M1 muscarinic receptor antagonists, primary screen, CHO-K1 cells, Fluo-8 calcium fluorescence, 1536-well; Muscarinic acetylcholine receptor M1 (Homo sapiens), P11229; CHO-K1 hM1, ACh EC80 antagonist; inhibition, % at 3 µM; 1.3% of 360,000 active; AID 588852, 2011;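 active = percent inhibition above its own plate's cutoff, namely the mean of that plate's compound wells plus 3 SD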;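 note: peak over basal fluorescence ratio during 140 s after agonist addition; 0% = ACh EC80 plus DMSO and 100% = DMSO alone without agonist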
Target sequence (P11229 whole entry, looked up): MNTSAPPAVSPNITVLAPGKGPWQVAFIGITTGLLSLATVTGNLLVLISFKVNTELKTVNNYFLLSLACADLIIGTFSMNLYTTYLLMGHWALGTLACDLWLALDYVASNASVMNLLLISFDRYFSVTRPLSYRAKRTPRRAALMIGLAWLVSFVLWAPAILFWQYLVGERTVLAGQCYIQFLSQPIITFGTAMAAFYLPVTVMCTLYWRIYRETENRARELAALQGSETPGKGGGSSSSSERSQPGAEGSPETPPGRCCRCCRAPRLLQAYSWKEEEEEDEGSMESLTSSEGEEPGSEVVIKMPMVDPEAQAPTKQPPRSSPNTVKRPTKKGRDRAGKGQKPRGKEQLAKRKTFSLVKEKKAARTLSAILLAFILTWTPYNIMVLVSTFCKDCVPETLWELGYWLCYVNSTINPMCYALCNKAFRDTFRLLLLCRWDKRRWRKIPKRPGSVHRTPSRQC
CHRM4 PAM: human M4 muscarinic receptor positive allosteric modulators, primary screen, CHO-K1 cells, Fluo-8 calcium fluorescence; Muscarinic acetylcholine receptor M4 (Homo sapiens), P08173; CHO-K1 hM4/Gqi5, ACh EC20; 0% = ACh EC20, 100% = maximal ACh; activation, % at 3 µM; 0.4% of 360,000 active;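 active = activation above its plate's cutoff, the mean activation of sample wells plus 3 SD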; note: some results filed as inactive read as strong as hits
CHRM5 agonist: human M5 muscarinic receptor agonists, primary screen, CHO-K1 cells, Fluo-8 calcium fluorescence. 0.19% of 360,000 active. activation, % at 3 µM. AID 624037, 2012. CHO-K1 hM5 cells; 0% DMSO wells, 100% maximal acetylcholine response;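 active = activation above the run's mean over test compounds plus 3 SD, cut at about 23% in these data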;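 note: signal is peak over basal fluorescence ratio across the kinetic read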
CHRM1 PAM: human M1 muscarinic receptor positive allosteric modulators, primary screen, CHO-K1 cells, Fluo-8 calcium fluorescence, 1536-well | Muscarinic acetylcholine receptor M1 (Homo sapiens), P11229 | CHO-K1 hM1, ACh EC20; 0% = ACh EC20, 100% = maximal ACh | activation, % at 3 µM | 0.088% of 360,000 active; in the data active = activation above about 19%, passing the limit was not always enough
M4 antag: human M4 muscarinic receptor antagonists, primary screen, CHO cells, Fluo-8 calcium fluorescence. Muscarinic acetylcholine receptor M4 (Homo sapiens), P08173. inhibition, % at 3 µM. CHO-hM4 cells, ACh EC80. 0.73% of 360,000 active. AID 624125, 2012;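 active = inhibition above its plate's cutoff, the mean inhibition of sample wells plus 3 SD, cut at about 27% in these data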;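 note: 0% = acetylcholine EC80 with DMSO and 100% = DMSO without agonist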
CRFR2-BP ag: agonists of CRF-BP/CRF-R2 complex, primary screen, cell-based, HEK293, calcium dye fluorescence, uHTS. CRF-binding protein / CRF receptor 2 complex (human). calcium dye fluorescence (FLIPR); percent of saturating CRF peptide response. activation, % at 13.2 µM. 0.46% of 350,000 active. AID 588473, 2011;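 active = activation of at least 50%, plus an integration ratio under a set limit after plate pattern correction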;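 note: plate controls were neutral control wells without compound for no effect and CRF at EC100 for full effect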
CHRM5 PAM: human M5 muscarinic receptor positive allosteric modulators, primary screen, CHO-K1 cells, Fluo-8 calcium fluorescence; Muscarinic acetylcholine receptor M5 (Homo sapiens), P08912; CHO-K1 hM5, ACh EC20 PAM; 0% = ACh EC20, 100% = ACh EC100; activation, % at 3 µM; 0.3% of 360,000 active; AID 624038, 2012;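 active = activation above the run cutoff, the mean activation of all test compounds plus 3 SD, cut at about 18% in these data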
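system = human M5 receptor in CHO-K1 cells | compound = one concentration, 3 µM final (nominal) | schedule = Post-acetylcholine fluorescence recording 140 s | signal = Fluo-8 calcium dye fluorescence, kinetic read | benchmarks = low control EC20 acetylcholine (0%), high control EC100 acetylcholine (100%) | repeats = singlicate, one well per test compound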
* = called active by the depositor; . = no result given.

SMILES	CHRM4 agonist	M5 antag	M1 antag	CHRM4 PAM	CHRM5 agonist	CHRM1 PAM	M4 antag	CRFR2-BP ag	CHRM5 PAM
CCCNC(=O)C(Cc1ccccc1F)NC(=O)c1ccc(C#N)cc1 (stereo not given)	2	3	-7	6	-1	7	-11	-0.8	5
CCOc1ccc(S(=O)(=O)NCC2(N3CCCCC3)CCCCC2)cc1	0	3	-2	6	-6	0	-7	2.2	1
CC(=O)Nc1ccccc1OC(C)C(=O)N1CCC(C)CC1 (stereo not given)	7	14	-9	-5	-1	7	-8	-2.4	-2
Cc1cc(Nc2ccc(C(=O)O)cc2)n2nc(C)nc2n1	2	-3	2	-5	1	-8	-3	-0.5	-1
CCNC(=O)C(=O)Nc1cc2c3c(c1)CCN3C(=O)CC2	1	0	-20	-1	-4	15	-6	1.0	1
CCn1c(C2CC(=O)N(c3ccc(C)c(C)c3)C2)nc2ccccc21 (stereo not given)	8	2	1	-5	6	-7	4	1.8	-8
CCOc1ccc(-c2nnc(-c3ccco3)o2)cc1	-1	6	6	7	-1	-4	-1	-1.1	3
Cc1ccc(SCCC(=O)N2CCC(C)CC2)cc1	-1	0	-7	7	-5	7	-9	-0.3	-4
Cc1ccc(N2C(=O)CS/C2=N\C(=S)Nc2ccccc2)cc1	0	1	-15	-4	0	11	-6	-1.5	-3
CCN1C(=O)N[C@@H](CCc2ccccc2)[C@@H](C(=O)OC)[C@H]1C	1	-14	2	6	4	4	-8	-1.8	8
CCOc1ccccc1C(=O)N(CN1CCCC1=O)c1cccc(Cl)c1	1	-2	-13	0	-7	16	1	-1.7	-3
O=C(NCc1ccccc1Cl)c1ccc2nc([C@@H]3O[C@H](CO)[C@H](O)[C@H](O)[C@H]3O)[nH]c2c1	1	3	-13	13	0	5	-20	.	-4
O=S(=O)(NCc1csc(-c2cccs2)n1)c1cccs1	14	12	5	-20	-3	-2	5	-0.9	-12
Cc1cc(NC(=O)CN2C(=O)N(C)C3(CCCCC3)C2=O)ccc1Br	5	14	1	1	4	8	-9	-0.6	-8
O=[N+]([O-])c1cccc(C2Nc3ccccc3CO2)c1 (stereo not given)	0	3	-13	-3	0	5	-6	-1.6	0
CN(C)S(=O)(=O)c1cccc(NC(=O)COC(=O)CNC(=O)c2ccccc2F)c1	1	4	-7	0	4	8	-2	0.1	7
CC(=O)Nc1cc2cc(NS(=O)(=O)c3ccc(C)cc3)ccc2oc1=O	1	12	-6	2	-2	0	10	-0.5	0
O=C(Cc1ccc(Cl)cc1)NNS(=O)(=O)c1ccc([N+](=O)[O-])cc1	3	-11	-10	12	-6	2	-21	-1.8	0
CCCOC1CCCN(C(=O)c2cc(COc3ccc(F)c(F)c3)on2)C1 (stereo not given)	8	6	0	4	0	8	-10	6.6	-8
O=C(Nc1nccs1)c1ccccc1N=Cc1ccccc1	0	3	8	3	-2	-4	-7	-0.6	-3
COc1cc(CN2CCC(C(=O)NC(c3ccc(F)cc3)c3ncccc3C)CC2)cc(OC)c1 (stereo not given)	2	10	-16	6	-1	13	-4	.	-2
O=C(NCCN1C(=O)S/C(=C/c2cccnc2)C1=O)C1CC(=O)N(Cc2ccccc2)C1 (stereo not given)	1	4	5	-9	-1	-1	-2	1.2	-2
CN(C)C(=O)CCc1ccc2c3c([nH]c2c1)[C@]1(CCC2CCCC2)[C@@H](C(=O)N2CCOCC2)C[C@H](CC(=O)NCc2ccco2)C(=O)N1CC3	0	2	-10	5	2	6	-7	-0.9	-1
Cc1ccccc1CN1CCC(Oc2ccc(C(=O)N3CCCC3)cc2)CC1	-1	4	19	-11	-9	-21	11	0.7	0
Cc1cc2nc(-c3nnnn3Cc3ccccc3)c(=O)[nH]c2cc1C	5	4	.	-2	5	.	0	.	-3
CC1CC(C)C(=O)C(C(CC2CC(=O)NC(=O)C2)OC(=O)CC(=O)c2ccccc2)C1 (stereo not given)	2	0	-12	7	-1	3	-8	-4.8	9
CN(C)c1cc(Nc2cccc(O)c2)c([N+](=O)[O-])c2nonc12	1	-3	-25	7	-10	2	0	-5.8	-1
Cc1ccc(/C=N/NC(=O)Cn2cnc3ccccc32)cc1	2	-4	1	-2	-1	10	1	-0.9	1
N/C(=N\OC(=O)c1ccc(Br)cc1)c1cccc([N+](=O)[O-])c1	0	1	1	-3	2	-3	4	0.0	-3
Cc1cc(C)n(-c2ccc(C(=O)Nc3ccc4c(c3)OCCO4)cc2)n1	4	10	-12	2	-4	2	9	-0.4	-11
O=C(Nc1nc(-c2ccccc2)cs1)c1ccc2c(=O)n3c(nc2c1)CCCCC3	16	-3	33*	-8	1	-27	-3	-0.6	-8
O=C(c1ccoc1)N1CCC2(CCCN(Cc3ccc(F)c(F)c3)C2)C1 (stereo not given)	0	-1	55*	-15	-7	-22	4	-1.6	-17
O=C(Oc1cc(Cl)ccc1Cl)c1ccc(N2CCOCC2)c([N+](=O)[O-])c1	1	1	4	-9	-2	-8	0	0.1	-10
Cc1c(C(=O)NCc2cccnc2)oc2ccccc12	1	2	7	-3	-1	1	7	-0.7	0
Cc1ccccc1C(=O)NC1CCSC1=O (stereo not given)	1	6	-5	2	2	3	-10	0.0	-8
CCN(CC(=O)Nc1ccc(NC(C)=O)cc1)C(=O)C1CC1	1	7	-4	6	1	10	-14	-1.5	1
CC(=O)c1ccc(S(=O)(=O)NCCc2csc(-c3cccnc3)n2)cc1	1	13	-4	-8	-2	2	8	4.3	-12
CCc1cc(=O)oc2cc(OCC(=O)N3CC[C@@]4(O)CCCC[C@H]4C3)ccc12	0	6	-4	-2	-1	0	-6	-1.7	-2
Cc1ccc(NC(=O)COC(=O)c2cccnc2)cc1	0	16	-6	2	-1	10	-8	0.5	0
CC1CCc2ccccc2N1C(=N)N(C)C (stereo not given)	1	2	-14	4	-9	11	-4	-1.9	5
CCOC(=O)C1(Cc2ccccc2C)CCCN(C(=O)CCc2cccnc2)C1 (stereo not given)	1	3	-9	-2	-1	7	0	-1.1	5
COc1cc(S(=O)(=O)n2cnc(C)c2)ccc1Br	6	12	-11	2	-3	5	-7	-0.1	-8
CCCCCCc1ccc(-c2ncc(N)cn2)cc1	5	1	2	13	3	-1	8	-0.8	1
CCOC(=O)C(CC)n1nc(C)n2c(cc3occc32)c1=O (stereo not given)	0	0	2	-4	-7	2	5	-1.0	4
Cc1oc(-c2cccc(Cl)c2)nc1CN1CCC(C(=O)NCCCN2CCCC2=O)CC1	1	-6	-7	1	-2	0	-10	-1.4	1
N#CCCN(C(=O)COC(=O)COc1ccccc1Cc1ccccc1)c1ccccc1	4	5	-1	-3	-3	-1	-3	3.5	-3
Cc1cc(C)n2nc(C(=O)N3CCCC(Nc4ccc(F)c(F)c4)C3)cc2n1 (stereo not given)	1	9	1	-3	0	0	9	-0.7	-6
O=C(O)c1c(Cl)nc2ccccn12	2	-8	8	-4	-4	-8	-3	0.1	-9
CN(C)CCCN(C(=O)c1cc2ccccc2oc1=O)c1nc2ccc(F)cc2s1	12	-2	-1	-6	-3	-3	2	1.4	-2
COc1cccc(OC)c1C(=O)OCC(=O)NCC(C)C	1	7	-9	13	2	12	-18	-1.5	4
CCCCn1c(N)c(N(CCC(C)C)C(=O)C2CC(=O)N(c3ccccc3OCC)C2)c(=O)[nH]c1=O (stereo not given)	0	-9	-8	3	-2	5	4	-0.4	6
CCCOC(=O)c1ccc(OCC(O)CN2C(=O)NC(C)(C)C2=O)cc1 (stereo not given)	4	1	-1	-8	1	0	3	0.5	-3
O=C(CNS(=O)(=O)c1ccc(Br)s1)N1CCN(C(=O)c2ccco2)CC1	0	3	12	5	1	2	-1	-4.4	-3
CN(CCc1ccccc1)C(=O)c1cccc(NC(=O)Cc2cccc([N+](=O)[O-])c2)c1	18	8	25	-1	3	-14	11	-0.6	-18
COC(=O)c1cc(S(=O)(=O)NCCN2CCOCC2)cn1C	0	-1	8	-2	-4	0	6	-1.3	-1
O=C1C=C(N2CCN(C3=CC(=O)CCC3)CC2)CCC1	1	-4	1	7	-9	2	-13	1.5	11
CC1Cc2ccccc2N1C(=O)CSc1nc2cc3c(cc2cc1C#N)OCO3 (stereo not given)	0	7	7	2	-5	-3	3	7.3	4

Some entries already given, limited to M5 antag, M1 antag and CHRM1 PAM.
Compound | M5 antag | M1 antag | CHRM1 PAM
CN(C)CCCN(C(=O)c1cc2ccccc2oc1=O)c1nc2ccc(F)cc2s1 | -2 | -1 | -3
COc1cccc(OC)c1C(=O)OCC(=O)NCC(C)C | 7 | -9 | 12
